High-throughput results: PubChem BioAssay, several laboratories
TNAP activation fold – human TNAP enzyme activators, primary screen, biochemical, luminescent, no phosphate acceptor, uHTS (AID 1001); Alkaline phosphatase, tissue-nonspecific isozyme (Homo sapiens); one-dose activation fold at 20 µM; EC50 in µM for titrated hits; 0.03% of 200,000 active; purified TNAP, luminescent activation assay, no phosphate acceptor; higher activation fold means a stronger effect; in the data active = activation fold from about 3, or a potency from the dose series; inactive = the rest, 99 in 100 with activation fold below about 1.6; also: many of its hits are not listed in these tables
Myeloid diff 2 – induction of myeloid progenitor differentiation, primary screen, cell-based, flow cytometry, MLPCN library. ER-HoxA9 myeloid progenitors, lysozyme-GFP differentiation. calls only at 10 µM. 1% of 360,000 active. AID 624256, 2012;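 active = normalized GFP-positive differentiation at or above the plate's own cutoff, the solvent-only control mean plus 3 SD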;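 also: cells exposed to compound for four days before flow analysis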
MT stabilizer – microtubule stabilizers in HeLa cells, primary screen, imaging, high-content imaging; HeLa tubulin immunostaining HCS, 24 h; share of cells brighter than vehicle mean+2SD; % tubulin-high responders, % at 10 µM; 0.83% of 200,000 active; AID 2205, 2009;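 active = plate Z-score above 3 for both tubulin-high and condensed-nucleus cell shares, with cell loss under 80%, at 10 µM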;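 also: anti alpha tubulin signal scored within the nucleus-defined area of each cell; some results filed as inactive read as strong as hits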
PMI inhibitors – inhibitors of human PMI, primary screen, biochemical, fluorescence intensity, coupled assay (AID 1209) | Mannose-6-phosphate isomerase (Homo sapiens) | purified PMI enzyme, coupled fluorescence intensity; higher % means a stronger effect | inhibition, % at 20 µM, or IC50 in µM where a hit was titrated | 0.42% of 190,000 active; in the data active = inhibition above about 50%;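 also: plate controls were DMSO vehicle for no effect and wells lacking substrate for full effect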
Hep lipid drop – inhibitors of hepatocyte lipid droplet formation, primary screen, imaging, high-throughput imaging, BODIPY stain | AML12 mouse hepatocytes, oleate lipid droplets | inhibition, % at 6.5 µM | 0.4% of 240,000 active | AID 1656, 2009;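 active = lipid droplet intensity inhibited by at least 50%, with more than 500 cells counted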
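Material – mouse AML12 hepatocyte cell line, fixed after treatment · Compound dosing – one dose, 6.5 µM compound · Times – compound with oleate, overnight · Measured by – Image-based BODIPY and DAPI two-channel analysis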
b-catenin transl – modulators of beta-catenin nuclear translocation, primary screen, imaging, HeLa cells, immunofluorescence, high-content; AID 1665, 2009; nuclear translocation activity, % at 5 µM; 0.3% of 190,000 active;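 active = nuclear translocation activity above 50% at 5 µM, with a well cell count of 50 or more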;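 also: per-cell ratio of nuclear to cytoplasmic median beta-catenin stain intensity; plate controls were DMSO negative control for no effect and GSK-3 inhibitor IX positive control for full effect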
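Technique: fluorescence imaging of beta-catenin antibody stain plus DAPI / Material: human HeLa cell line / Incubation: compound treatment 24 h, 37°C, 5% CO2 / Read-out basis: % activation of per-cell nuclear versus cytoplasmic median beta-catenin signal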
Dynein cargo inh – inhibitors of GR-EGFP nuclear translocation, primary screen, dynein cargo transport inhibitor project, imaging, high-content, 3617.4 mouse cells; test concentration mostly 20 µM; stimulated with dexamethasone, 1 µM; hits give low values; z-score, hits read low; 0.47% of 220,000 active; AID 1381, 2008;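 active = plate z-score of nuclear minus cytoplasmic receptor signal below a set negative limit, without overly bright fluorescence or cell loss, cut at about -3.5 in these data, passing the limit was not always enough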;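 also: z-score of nuclear minus cytoplasmic ring GR-EGFP intensity difference per well; some compounds called inactive have numbers as strong as hits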
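Buffer or medium – tet-free medium with charcoal-stripped serum · Signal – automated 10x imaging of fixed Hoechst-stained cells · Also added – dexamethasone agonist, 1.0 µM final, for 30 min · Incubation – induction 48 h, compound 1 h, agonist 30 min · Read-out – GR-EGFP nuclear translocation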
Ins promoter up – insulin promoter activators in MIN6 cells, imaging, high-content screening, mouse beta cells; MIN6 insulin promoter-GFP reporter; hits give high values; z-score at 5 µM; 0.3% of 190,000 active; AID 1625, 2009;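 active = z-score above 3 at 5 µM with at least 500 cells counted in the well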
T cell modulator – modulators of CD8 T cell-vesicle binding, primary screen, mouse 2C CD8+ T cells, flow cytometry; calls only at 7 µM; 0.068% of 330,000 active; 2C CD8+ T cell-vesicle binding; hits give low values;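 active = response, share of CD8 T cells binding vesicles, and their 90th percentile fluorescence all below set limits, cut at about 80% in these data, passing the limit was not always enough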
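Material: murine 2C transgenic CD8+ T lymphocytes / Also added: QL9-peptide-loaded Drosophila micro-vesicles bearing Ld, ICAM-1 and B7-1 / Schedule: binding step 1.5 h, 37 °C, antibody labelling 20 min, ice / Signal: flow cytometry, PE anti-B7-1 (FL2) versus Alexa647 anti-CD8 (FL8), PFA-fixed / Evaluation: percent CD8+ FL2 mean versus row control / Benchmarks: naked versus QL9-loaded vesicles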
Dynein cargo inh cytoplasmic EGFP – second read-out of Dynein cargo inh, no call of its own (marks repeat the call); z-score; measured here: cytoplasmic GR-EGFP intensity; hits give high values
Dynein cargo inh nuclear GR-EGFP – second read-out of Dynein cargo inh, no call of its own (marks repeat the call); z-score; measured here: nuclear GR-EGFP intensity;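 lower value marks the stronger effect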
Dynein cargo inh cell count – recorded beside Dynein cargo inh, whose call it bears; z-score; measured here: cell count per field
Ins promoter up cell count – recorded beside Ins promoter up, whose call it bears; cell count; measured here: cytotoxicity, nuclei count;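 total cells summed across four imaged fields per well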
Hep lipid drop cells 6.5 µM – second read-out of Hep lipid drop, no call of its own (marks repeat the call); cell count; measured here: cell count, cytotoxicity flag;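 cells counted across two imaged fields per well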
b-catenin transl cell count 5 µM – second read-out of b-catenin transl, no call of its own (marks repeat the call); cell count; measured here: cell count, cytotoxicity flag
T cell modulator vesicle-bound % – recorded beside T cell modulator, whose call it bears; double positive events, %; measured here: CD8+ vesicle-bound cell fraction;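 binding gate set so that unloaded-vesicle control wells show 10% double positive cells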
MT stabilizer Hoechst-high % – also measured in MT stabilizer; calls as there; % Hoechst-high responders; measured here: nuclear condensation Hoechst responders;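 share of cells brighter than vehicle mean plus two SD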
MT stabilizer cytotoxicity % – further read-out of MT stabilizer, marked with its call; toxicity, %; measured here: cytotoxicity by cell density;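 0% = mean cell density of plate MIN control wells and 100% = no cells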
Myeloid diff 2 GFP+ MAC1+ % – second read-out of Myeloid diff 2, no call of its own (marks repeat the call); GFP+ MAC1+ double positive, %; measured here: differentiation confirmed by MAC1 staining
Active calls of the source: *; i = inactive; / = no result given; + = active, no number. Outcome played no part in choosing rows. About 3% of those tested had a hit in this group.

SMILES | TNAP activation fold | Myeloid diff 2 | Myeloid diff 2 GFP+ MAC1+ % | MT stabilizer | MT stabilizer Hoechst-high % | MT stabilizer cytotoxicity % | PMI inhibitors | Hep lipid drop | Hep lipid drop cells 6.5 µM | b-catenin transl | b-catenin transl cell count 5 µM | Dynein cargo inh | Dynein cargo inh cytoplasmic EGFP | Dynein cargo inh nuclear GR-EGFP | Dynein cargo inh cell count | Ins promoter up | Ins promoter up cell count | T cell modulator | T cell modulator vesicle-bound %
COc1ccc(C2=CC(c3ccc(C)cc3)n3nnnc3N2)cc1 (stereo not drawn) | 1 | i | 0.9 | 6.6 | 3.3 | 5.4 | -33% | / | / | -3.6 | 858 | 0.056 | -0.058 | -0.57 | -0.75 | 2.1 | 1288 | i | 25
c1ccc2nc3c(nc2c1)sc1nc2ccccc2n13 | 1.1 | / | / | / | / | / | -1% | 0 | 760 | -2.0 | 1120 | / | / | / | / | 0.1 | 1075 | / | /
CCOC(=O)c1cn(CC(=O)Nc2ccc(C(C)C)cc2)nn1 | 1.1 | i | 0.7 | 9.6 | 1.1 | 3.2 | 0% | / | / | -0.4 | 1354 | 0.11 | -0.5 | 0.077 | 0.29 | -0.95 | 1551 | i | 19
Cc1ccc(-c2cc(C(=O)NCCCn3ccnc3)c3ccccc3n2)s1 | 1 | i | 0.1 | 3.6 | 3.6 | 1.6 | -2% | -9 | 687 | 1.4 | 565 | -0.56 | -0.27 | 0.27 | 0.42 | -0.37 | 1284 | i | 35
CC12CCC(C(=O)O)(c3nc4cc([N+](=O)[O-])ccc4nc31)C2(C)C (stereo not drawn) | / | i | 0.3 | / | / | / | / | -7 | 672 | 0.5 | 1303 | -1.2 | -0.25 | -0.66 | 0.82 | -0.25 | 1005 | i | 33
C[C@@H]1C=C[C@](Cc2ccccc2)(C(=O)NCCc2c[nH]c3ccccc23)N1C(=O)c1ccccc1 | 1.1 | i | 0.5 | 3.0 | 1.8 | 1.7 | 23% | -7 | 714 | / | / | 0.42 | -0.27 | 0.58 | -0.18 | -0.01 | 1119 | / | /
CC(=O)Nc1ccc(-n2c(C)ccc2C)cc1 | 1.1 | i | 0.8 | 5.6 | 2.5 | 9.4 | -3% | 23 | 688 | 0.6 | 1031 | 0.93 | -0.23 | 0.06 | 0.14 | -0.24 | 1284 | i | 19
CCN(CC)c1ccc(/C=N/Nc2nc(C)cc(=O)[nH]2)cc1 | 1.3 | i | 7.1 | 2.3 | 1.2 | 3.0 | 28% | / | / | -2.3 | 1451 | 1 | -0.24 | 0.23 | 0.12 | -0.65 | 1297 | i | 40
O=C(CC1C(=O)NCCN1Cc1c(F)cccc1Cl)NCCC1=CCCCC1 (stereo not drawn) | 1 | i | 0.7 | 3.1 | 2.9 | 9.3 | 0% | -18 | 676 | 1.0 | 1521 | -0.3 | -0.25 | -0.078 | 1 | -0.04 | 1320 | i | 23
Cc1cccc(C)c1N(CC(=O)N/N=C/c1cc(Br)c(C)o1)S(C)(=O)=O | 1.1 | i | 0.3 | 1.7 | 1.9 | 12 | 11% | 9 | 659 | -1.1 | 1080 | -0.13 | 0.23 | 0.15 | 0.29 | 0.67 | 1515 | i | 42
Cc1ccc(CN2CCN(Cc3ccc(Oc4ncccn4)cc3)CC2CCO)cc1 (stereo not drawn) | 1.1 | i | 0.9 | 1.5 | 2.4 | 5.0 | 11% | 4 | 633 | 0.0 | 1544 | -0.17 | -0.3 | -0.0071 | 0.5 | -0.14 | 1384 | i | 47
FC(F)(F)c1ccc(Oc2ccccc2Cl)nc1 | 1 | i | 0.0 | 7.0 | 2.6 | 4.8 | 8% | -1 | 582 | 0.0 | 1530 | 0.46 | -0.27 | 0.66 | 0.18 | 0.84 | 1453 | i | 59
CC(C)Nc1ccc(Nc2ccnc3cc4ccccc4cc23)cc1 | / | / | / | / | / | / | / | 0 | 670 | -2.4 | 1042 | -3.2 | 1.8 | -1.1 | -5.5 | -2.6 | 776 | i | 45
COc1ccc(CCNC(=O)CCC(=O)N2CCN(S(=O)(=O)c3ccccc3)CC2)cc1OC | 1 | i | 0.4 | 4.9 | 3.4 | 5.5 | 17% | 8 | 783 | -3.5 | 1185 | -1.1 | -0.3 | -0.3 | -0.05 | 0.43 | 1234 | i | 29
Cc1ccc(Nc2nc(-c3ccc(O)c(O)c3)cs2)nc1 | 0.7 | / | / | 1.7 | 2.0 | 2.3 | 49µM* | -3 | 658 | 20 | 765 | -3.2 | -0.045 | -1.2 | 1.3 | -3.8 | 668 | / | /
CCC(=O)Nc1cc(C)c(NC(=O)c2ccco2)cn1 | 1.1 | i | 1.0 | 3.7 | 3.3 | 7.4 | 2% | / | / | 1.8 | 738 | -0.78 | -0.26 | -0.46 | -0.11 | 1.3 | 1036 | i | 43
O=[N+]([O-])c1cc(C2Nc3cccc4cccc(c34)N2)ccc1Cl | 1.1 | + | 0.6* | 3.1 | 2.4 | 10 | -40% | -160 | 341 | / | / | -0.42 | -0.25 | -0.36 | 0.65 | 0.1 | 1372 | i | 42
CCN1CCN(c2cc(C(C)(C)C)nc3c(-c4ccccc4)c(C)nn23)CC1 | 1 | i | 0.5 | 3.7 | 2.4 | 3.9 | 18% | 22 | 810 | 0.0 | 980 | 2.5 | -0.2 | 1.1 | -1.1 | / | / | i | 1
NS(=O)(=O)c1ccc2nc(NC(=O)c3ccncc3)sc2c1 | 1 | i | 0.3 | 3.1 | 1.4 | 1.7 | -38% | -8 | 706 | -0.3 | 1112 | 0.96 | -0.27 | 0.38 | -0.72 | / | / | i | 57
CCOC(=O)C1=C(C)NC(C)=C(C(=O)OCC)C1c1ccco1 | / | i | 1.1 | / | / | / | / | 2 | 714 | 0.5 | 1300 | 1.1 | -0.18 | 1 | -0.95 | -0.52 | 984 | i | 32
O=C(Nc1nncs1)C1c2ccccc2Oc2ccccc21 | 1.1 | i | 3.0 | 2.6 | 1.3 | 6.5 | -2% | / | / | / | / | -0.2 | -0.24 | 0.11 | 1.2 | 0.93 | 985 | i | 49
CCOC(=O)c1c(NC(=O)CN2CCCCC2)sc2c1CCCC2O (stereo not drawn) | 1.1 | i | 1.9 | 5.2 | 2.3 | 11 | 10% | / | / | / | / | -0.58 | -0.17 | -0.057 | 0.047 | -0.24 | 902 | i | 7
Cc1cc(C)cc(N(C(=O)Cn2nnc(-c3ccccc3)n2)C(C(=O)NC2CCCCC2)c2ccccn2)c1 (stereo not drawn) | 1.1 | i | 0.6 | 4.5 | 2.2 | 12 | -6% | 14 | 683 | -1.2 | 924 | 3.4 | 0.12 | 1.6 | -1.5 | -2.4 | 717 | i | 42
CSc1nc2c(c(C(F)(F)F)n1)CC(C)CC2 (stereo not drawn) | 1.1 | i | 0.6 | 2.5 | 1.7 | 6.3 | -8% | / | / | -1.1 | 1453 | -0.69 | -0.077 | -0.088 | 0.38 | -0.23 | 1612 | i | 38
O=S(=O)(c1cccc(Cl)c1)N1CCCC1 | 1.1 | i | 0.5 | 2.8 | 1.5 | 0.3 | 21% | -19 | 684 | / | / | 0.55 | -0.25 | 0.12 | 0.12 | 0.76 | 1089 | i | 48
CC[N+](CC)(CC)CCCCOc1ccc2c(c1)C(=O)c1cc(OCCCC[N+](CC)(CC)CC)ccc1-2 | / | i | 0.7 | / | / | / | / | -20 | 718 | 0.8 | 1302 | -0.62 | -0.25 | -0.36 | 0.96 | -0.55 | 901 | i | 25
CCOC(=O)c1ccc(NC(=O)C(=O)NCCc2ccc(OC)cc2)cc1 | 1.1 | i | 1.2 | 1.4 | 2.3 | 6.3 | -3% | 10 | 676 | -0.8 | 1053 | -0.13 | -0.33 | 0.29 | 0.21 | -0.44 | 1497 | i | 50
CC(C)c1nc(Cl)c(C#N)c2c1CCC2 | / | i | 0.3 | / | / | / | / | -3 | 759 | 0.7 | 1046 | -0.99 | -0.28 | -0.52 | 1.3 | -0.52 | 1464 | i | 50
CCCCc1cc(=O)oc2c(C)c(OCc3nn[nH]n3)ccc12 | / | i | 0.6 | / | / | / | / | 10 | 764 | -1.5 | 1472 | 0.86 | -0.26 | 0.23 | -0.13 | 0.27 | 1126 | i | 28
CCC(=O)Oc1ccc(NC(=O)c2ccco2)cc1 | 1 | i | 0.6 | 1.5 | 3.0 | 7.7 | 5% | 3 | 676 | 0.4 | 1555 | -0.45 | -0.24 | -0.44 | 0.31 | / | / | i | 35

Records listed above shown as hits in PMI inhibitors:
SMILES | TNAP activation fold | Myeloid diff 2 GFP+ MAC1+ % | MT stabilizer Hoechst-high % | PMI inhibitors | Dynein cargo inh | Dynein cargo inh cytoplasmic EGFP | Dynein cargo inh nuclear GR-EGFP | Dynein cargo inh cell count | T cell modulator | T cell modulator vesicle-bound %
Cc1ccc(Nc2nc(-c3ccc(O)c(O)c3)cs2)nc1 | 0.7 | / | 2.0 | 49µM* | -3.2 | -0.045 | -1.2 | 1.3 | / | /
